Polio RdRp inh – inhibitors of poliovirus RNA polymerase binding and polymerization; P03300; poliovirus polymerase elongation, fluorescence polarization; active compounds read low; hit rate 0.66% among 150,000; % elongation, % (compound at 16.7 µg/mL); in the data active = % elongation below about 90%; also: some results filed as inactive read as strong as hits
Target sequence (P03300 1749-2209 limits assumed): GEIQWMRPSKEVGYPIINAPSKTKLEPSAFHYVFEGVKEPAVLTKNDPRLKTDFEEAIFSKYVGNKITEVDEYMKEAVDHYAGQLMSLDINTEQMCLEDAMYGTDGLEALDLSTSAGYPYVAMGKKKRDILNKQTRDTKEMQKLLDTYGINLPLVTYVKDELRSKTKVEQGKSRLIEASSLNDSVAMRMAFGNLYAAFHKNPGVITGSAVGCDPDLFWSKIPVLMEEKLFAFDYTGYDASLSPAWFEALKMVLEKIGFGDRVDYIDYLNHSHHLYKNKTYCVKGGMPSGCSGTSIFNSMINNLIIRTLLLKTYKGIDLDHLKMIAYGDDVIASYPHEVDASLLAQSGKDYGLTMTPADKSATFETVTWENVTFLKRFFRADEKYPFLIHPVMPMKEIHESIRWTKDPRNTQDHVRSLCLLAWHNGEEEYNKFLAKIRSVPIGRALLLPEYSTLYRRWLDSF
Polio RdRp inh FP z-score – second read-out of Polio RdRp inh, no call of its own (marks repeat the call); z-score; measured here: FP z-score; hits read low
The depositor's hits bear a star.

The first 18 compounds (preview)
SMILES	Polio RdRp inh	Polio RdRp inh FP z-score
CCOC(=O)Cn1c(=O)n(-c2ccccc2OC)c2nc(-c3ccccc3C)nc(C(N)=O)c21	109	0.6
COc1ccc(C(=O)O)cc1NC(=S)NC(=O)Cc1ccc(Cl)cc1	104	0.5
Cn1c(O)c(C=Nc2ccc(N3CCOCC3)c(Br)c2)c(=O)n(C)c1=S	98	-0.4
COc1cccc(NC(=O)Cn2c(=O)n(-c3cccc(OC)c3)c(=O)c3c4c(sc32)CCCC4)c1	109	0.7
O=C(NCCCn1ccnc1)c1cc(NS(=O)(=O)c2cccs2)cc(NS(=O)(=O)c2cccs2)c1	101	-0.3
Cc1ccc2c(c1)c(=O)c(C(=O)c1ccncc1)cn2CC(=O)Nc1ccccc1Cl	103	-1
CCOC(=O)Cn1c(=O)oc2cc(S(=O)(=O)N3CCN(c4cccc(C)c4C)CC3)ccc21	104	0.1
O=C(O)CCS(=O)(=O)c1ccc(Cl)cc1	99	-0.1
CN(C)C(=O)N1CCN(Cc2ccc3c(c2)OCO3)CC1	104	1.2
CNC(=O)c1sc2ncccc2c1-n1cccc1	109	0.6
Cc1ccc(C)c(N2CCN(C(=O)c3ccc(CS(=O)(=O)c4ccc(Br)cc4)o3)CC2)c1	104	0
CCOc1ccc(-c2cc(C(=O)NCc3ccc(C)cc3)c3ccccc3n2)cc1	104	-0.8
CCOC(=O)c1cnc(SC)nc1Nc1ccccc1	101	-0.1
COc1ccc(CC(=O)Nc2ccc(N3CCOCC3)cc2)cc1OC	109	1
Cc1ccc(CN(C(=O)COc2ccc(C)c(C)c2)C2CCS(=O)(=O)C2)o1 (stereo not given)	115	0
COc1cccc(CNS(=O)(=O)c2ccc(N3CCCCS3(=O)=O)cc2)c1	107	0.2
COC(=O)NCc1cccc(CNC(=O)OC)c1	101	-0.2
C=CCOC(=O)c1ccc(NC(C)=O)cc1	100	-0.1

The list itself, repeating the preview:
SMILES	Polio RdRp inh	Polio RdRp inh FP z-score
CCOC(=O)Cn1c(=O)n(-c2ccccc2OC)c2nc(-c3ccccc3C)nc(C(N)=O)c21	109	0.6
COc1ccc(C(=O)O)cc1NC(=S)NC(=O)Cc1ccc(Cl)cc1	104	0.5
Cn1c(O)c(C=Nc2ccc(N3CCOCC3)c(Br)c2)c(=O)n(C)c1=S	98	-0.4
COc1cccc(NC(=O)Cn2c(=O)n(-c3cccc(OC)c3)c(=O)c3c4c(sc32)CCCC4)c1	109	0.7
O=C(NCCCn1ccnc1)c1cc(NS(=O)(=O)c2cccs2)cc(NS(=O)(=O)c2cccs2)c1	101	-0.3
Cc1ccc2c(c1)c(=O)c(C(=O)c1ccncc1)cn2CC(=O)Nc1ccccc1Cl	103	-1
CCOC(=O)Cn1c(=O)oc2cc(S(=O)(=O)N3CCN(c4cccc(C)c4C)CC3)ccc21	104	0.1
O=C(O)CCS(=O)(=O)c1ccc(Cl)cc1	99	-0.1
CN(C)C(=O)N1CCN(Cc2ccc3c(c2)OCO3)CC1	104	1.2
CNC(=O)c1sc2ncccc2c1-n1cccc1	109	0.6
Cc1ccc(C)c(N2CCN(C(=O)c3ccc(CS(=O)(=O)c4ccc(Br)cc4)o3)CC2)c1	104	0
CCOc1ccc(-c2cc(C(=O)NCc3ccc(C)cc3)c3ccccc3n2)cc1	104	-0.8
CCOC(=O)c1cnc(SC)nc1Nc1ccccc1	101	-0.1
COc1ccc(CC(=O)Nc2ccc(N3CCOCC3)cc2)cc1OC	109	1
Cc1ccc(CN(C(=O)COc2ccc(C)c(C)c2)C2CCS(=O)(=O)C2)o1 (stereo not given)	115	0
COc1cccc(CNS(=O)(=O)c2ccc(N3CCCCS3(=O)=O)cc2)c1	107	0.2
COC(=O)NCc1cccc(CNC(=O)OC)c1	101	-0.2
C=CCOC(=O)c1ccc(NC(C)=O)cc1	100	-0.1
O=S(=O)(NS(=O)(=O)c1ccccc1)c1ccccc1	99	-0.1
O=C(O)CCN(C(=O)C1C2C=CC(C2)C1C(=O)O)c1ccccc1 (stereo not given)	102	0.1
COc1ccc(C2CC(=O)c3c([nH]c(C(=O)OCc4ccccc4)c3C)C2)cc1 (stereo not given)	109	0.8
Nc1nonc1C(=NCc1ccccc1)NO	103	0.5
CSc1nsc(SCC(=O)NC2=NC(=O)C(C)S2)n1 (stereo not given)	99	-0.8
CC(C(=O)O)N1C(=O)C2CC=CCC2C1=O (stereo not given)	100	-0.3
CCc1nn(Cc2cccc(F)c2)c(=O)c2cc3cc(C)ccc3n12	106	0
CCOc1ccc(NC(=O)CCC(=O)n2nc(C)cc2C)cc1	101	-0.2
C=C[C@H]1CN2CC[C@H]1C[C@@H]2[C@H](O)c1ccnc2ccccc12	100	0.1
CCCCNC(=O)CCCn1c(=O)c2ccccc2n(Cc2cccc(Cl)c2)c1=O	103	-0.9
Cc1ccc(C2=NNC(=O)C(P(=O)(c3ccccc3)c3ccccc3)C2)cc1 (stereo not given)	100	-0.3
CN(CC(=O)Nc1ccc(Cl)cc1)C1CCCCN(C(=O)c2ccc(F)cc2)C1=O (stereo not given)	104	0.1
O=S1(=O)c2cccc3cccc(c23)N1Cc1nnc(-c2ccccc2Br)o1	102	0.2
C=CCNCc1ccc(OC)c(OC)c1	101	0.4
O=S(=O)(c1ccc(S(=O)(=O)N(Cc2cccs2)C2CCCCC2)cc1)N1CCCC1	100	-0.2
CCCCC1(C)OC(=O)C(=Cc2ccc3c(c2)OCO3)C(=O)O1 (stereo not given)	99	-0.6
Cc1ccc(-c2onc3ccc(Cl)cc23)cc1	103	0.4
CC(=O)Oc1ccc2occ(-c3ccccc3)c2c1	103	0.2
COc1ccc(-n2ncc3c(NCCCOC(C)C)ncnc32)cc1	112	0.9
Cc1ccc2c(c1)cc1c(=O)n(CC(=O)NCc3ccco3)nc(C)n12	107	0.3
Clc1cccc(Cl)c1NC1=NCCS1	106	0.6
Cc1cc(C(=O)NCc2cc3ccccc3s2)nn1C	101	-0.2
COC(=O)c1ccccc1NC(=S)N(C)C	98	-0.4
Cc1cc(C(=O)C(=O)Nc2nnc(C(C)C)s2)c(C)n1-c1ccccc1	102	-0.5
O=C(Nc1cc2c(cc1C(=O)c1ccccc1Cl)OCCO2)c1ccccc1	102	-0.2
CCOc1ccc(CCNc2ncnc3onc(-c4ccc(Cl)cc4)c23)cc1OCC	108	0.3
CCc1ccc(-c2cc(C)no2)cc1S(=O)(=O)N1CCC(c2ccccc2)C1 (stereo not given)	101	0.1
CC(C)N=c1scc(-c2ccc(F)cc2)n1/N=C/c1ccc(O)cc1O	103	0.3
O=C1C2C3C=CC(C3)C2C(=O)N1CCN1C(=O)C2C3C=CC(C3)C2C1=O (stereo not given)	106	0.7
Cc1cc(NC(=O)CCS(=O)(=O)c2nc(-c3ccccc3)cc(C(F)(F)F)n2)no1	100	-0.4
Cc1ccc2occ(CC(=O)N(Cc3ccc(Cl)cc3)Cc3ccco3)c2c1	114	-0.1
Cc1ccc(Cl)cc1-n1c(=O)cc(N2CCN(c3ccc(F)cc3)CC2)[nH]c1=O	107	-0.2
COC(=O)c1ccc(NC(=O)CN(C)Cc2cccc(F)c2)cc1	103	-0.2
Cn1c(C(C#N)(Cc2ccccc2)Cc2ccccc2)nc2ccccc21	105	0.4
CCc1ccc(C2C3=C(CCCC3=O)OC3=C2C(=O)CCC3)cc1	104	0.9
Cc1ccc(CN2CCc3nc(N4CCN(c5ccccc5F)CC4)ncc3C2)cc1C	110	0.7
Cc1ccc(NC(=O)CCn2c(=O)c3cccn3c3ccccc32)cc1C	104	-0.6
CCCCOc1ccccc1Cn1c(=O)sc2ccccc21	108	0.5
O=C(COC(=O)c1ccc2c(=O)n3c(nc2c1)CCCCC3)NC12CC3CC(CC(C3)C1)C2	100	-0.5
CCc1nnc(SCc2cccc(F)c2)c2cc3sc(C)cc3n12	101	-1.2
CCN(CC)c1nc(Nc2ccc(OC)c(Cl)c2)c2cnn(C)c2n1	99	-1.4
COc1ccc(C(=O)Nc2nccs2)c(OC)c1	100	-0.9
The results go on.
SMILES	Polio RdRp inh	Polio RdRp inh FP z-score
O=C(COC(=O)c1cc2c(s1)CCC2)Nc1nccs1	102	-0.3
CCOC(=O)c1cnc(SC2CCc3ccccc3C2=O)nc1N (stereo not given)	105	0.5
CCN(c1ccc(NC(=O)CN(C)c2ccccc2)cc1)C(C)C	99	-0.3
C=Cc1ccc(Cn2c(=O)n(CC3CCC(C(=O)NC(C)C)CC3)c(=O)c3sccc32)cc1 (stereo not given)	108	0.3
CCNC(=O)c1cc(-c2ccco2)nc2ccccc12	100	-1
COCc1nc2ccc(C)cc2[nH]1	105	1
CC(=O)c1ccc(NC(=O)CSc2nc(-c3ccccc3C)nc3c2c(=O)n(C)c(=O)n3C)cc1	111	0.8
O=S(=O)(NC1CCCCC1N1CCN(C2CCCCC2)CC1)c1ccccc1 (stereo not given)	104	0.5
Cc1ccc(-c2nnc(Nc3ccc(O)cc3)c3ccccc23)cc1S(=O)(=O)N1CCOCC1	106	0.3
Cn1nccc1C(=O)NCCN	102	-0.1
O=C(COc1ccccc1Cl)OCc1cc(=O)n2nc(C3CC3)sc2n1	108	0.4
C=C(C)C(=O)Nc1cccnc1Oc1ccccc1F	100	-0.2
COc1ccc(O)c(/C=N/NC(=O)CSc2nnc(C)n2-c2ccccc2)c1	99	-0.3
CCC(C)Cn1c(C)c2c(=O)n(-c3nc4ccccc4s3)[nH]c2cc1=O (stereo not given)	85	-2.9
CCCCCCNC(=O)n1cc(F)c(=O)[nH]c1=O	98	-0.2
O=C(c1ccccc1)c1ccc(Cl)s1	102	0.3
CCc1ccc(-c2[nH]nc3nc(-c4cc(OC)ccc4OC)cc(C(=O)O)c23)cc1	106	-0.1
CC(C)(C)c1ccc(-c2nnn(-c3ccccc3)n2)cc1	102	0.1
COc1ccccc1-c1cc2nc(C)c(CCC(=O)Nc3ccc(Br)c(C)c3)c(C)n2n1	106	-0.2
C=CCN1C(=O)S/C(=C\c2cc(OC)ccc2OC)C1=O	99	-0.2
CC1=C(C(=O)Nc2ccccc2C)C(c2cccnc2)n2nc(SCc3ccccc3F)nc2N1 (stereo not given)	106	0.3
Cc1c(CCOC(=O)C2CC2)sc[n+]1CC(=O)c1ccccc1	101	-0.3
O=C(c1cc2c(s1)CCC2)N1CCc2ccccc2C1	104	1
CC(C)C1NC(=S)NC2=C1CCCC2 (stereo not given)	103	0.3
CCOC(=O)c1c(CSc2nc3ccccc3[nH]2)n(-c2ccccc2)c2ccc(OC(C)=O)cc12	103	0.3
COc1ccc(/C=C(\C#N)C(=O)Nc2nccs2)cc1O	95	-0.7
O=C(NNc1ncccc1C(F)(F)F)c1cccc(C(F)(F)F)c1	99	-0.3
O=C(COC(=O)C1CC(=O)N(CCc2ccccc2)C1)NC1CC1 (stereo not given)	95	-0.7
Cn1c(/N=C/c2cc(C(C)(C)C)c(O)c(C(C)(C)C)c2)nc2ccccc21	124	4.5
Cc1ccc2c(c1)nc(NCCO)n2C	101	0.4
Cc1ccccc1OCC(=O)Nc1nnc(S(=O)(=O)N2CCCCCC2)s1	108	-0.1
O=C1c2ccccc2C(=O)N1Cc1cccc(F)c1	105	0.6
Cc1cc(Br)ccc1NC(=O)C1c2ccccc2C(=O)N2CCc3ccccc3C12 (stereo not given)	100	-0.8
O=C(Cn1c(SCc2cccc(F)c2)nc2cccnc21)Nc1ccc(F)c(Cl)c1	108	-0.3
COc1ccc(C(=O)c2nocc2C(=O)c2cccs2)cc1	104	0.1
Cc1ccccc1NC(=O)C1C2CCCCC21 (stereo not given)	103	0.4
Cc1nn(-c2ccccc2)c(C)c1P(C)(=O)c1ccccc1 (stereo not given)	106	0.6
Cc1cc2c(cc1NC(=O)CCc1ccccc1)n(C)c(=O)c(=O)n2C	104	1.2
Cc1cc(C(F)(F)F)n2nc(C(C)C)cc2n1	103	0.3
COC(=O)c1cc(NC(=O)c2nn(C)c3c2COc2ccccc2-3)cc(C(=O)OC)c1	114	0.4
Cc1ccc(SCC(=O)NC(C)(C)C)cc1	102	-0.2
CC(=O)N(C)CC(=O)Nc1cccc2ccccc12	104	0.3
Nc1nc2ccc(CCC(=O)O)cc2s1	101	-0.2
COc1ccc(NC(=O)c2ccc(-c3nc(COc4ccccc4)c(C)o3)cc2)c(OC)c1	103	0.4
COc1cc(NC(=O)Cn2cnc3sc(C)c(S(=O)(=O)N4CCN(C)CC4)c3c2=O)cc(OC)c1OC	101	-1.4
CC(=O)Nc1cccc(OC(=O)N(C)C)c1	99	-1.3
CCc1ccc2oc(-c3cc(NC(=O)C(C)C)cc(C)c3O)nc2c1	106	0.4
COC(=O)c1cc(C)sc1NC(=S)Nc1cnn(C)c1C(N)=O	99	-0.3
CCn1cc(-c2cc(C(=O)O)no2)cn1	103	0.3
COc1ccc(NC(=S)NC2CCCCC2)cn1	102	0.1
O=C(NC1C(=O)NN(c2ccccc2)C1c1ccc(Cl)cc1)c1ccco1 (stereo not given)	103	0.2
CCc1ccccc1NC(=O)CN(c1ccc(OC)cc1)S(=O)(=O)c1c(C)n[nH]c1C	104	-0.1
CC1CCN(S(=O)(=O)c2cn(CC(=O)Nc3ccc(F)cc3)c(=O)c3ccccc23)CC1	104	-1.1
COc1ccc(Cl)cc1N/C=C(/C#N)c1nc2ccccc2n1C	101	0.1
CCOc1ccc(NC(=O)CC2C(=O)N(c3ccc(Cl)cc3)C(=O)N2Cc2cccs2)cc1 (stereo not given)	110	0.5
Cc1c(C)n(C(=O)CSc2nc3ccccc3s2)c2ccccc12	105	0.9
CC(Nc1ccc(-c2nc(-c3ccco3)no2)cc1[N+](=O)[O-])c1ccccc1 (stereo not given)	114	1.4
Cc1cccc(CC(=O)N2CC(=O)Nc3ccc(C)cc3C2c2ccc(F)cc2)c1 (stereo not given)	109	0.6
COc1ccc(CNC(=O)CN2C(=O)COc3ccc(S(=O)(=O)N4CCC(C)CC4)cc32)cc1	114	-0.1
O=C(NCCc1ccccc1)c1ccc2c(c1)NC(=O)C1CCCN21 (stereo not given)	104	0.8
COc1ccc2[nH]c3c(=O)n(Cc4ccc(C(=O)NCCc5ccc(C)cc5)cc4)c(=S)[nH]c3c2c1	100	-0.2
Fc1ccc(NC(=S)N2CCN=C2Nc2ccc(F)cc2)cc1	87*	-5.7*
CCOc1cc(CO)cc(Cl)c1OCC(=O)Nc1ccccc1OC	103	1.2

Not all compounds are listed; count on the stated rates, not on these rows.
